Assay outcomes (PubChem BioAssay)
phage Ecoli inh – E. coli growth loss with phage present; growth absorbance; inhibition, % at 11.9 µM; 360,000 compounds, 0.26% hits; in the data active means inhibition above about 11%
AddAB inh – less growth of phage-infected E. coli with AddAB | E. coli expressing H. pylori AddAB, absorbance growth | inhibition, % at 11.9 µM | 330,000 compounds, 0.29% hits | AID 435030; in the data active means inhibition above about 12%;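 further: 0% = vehicle wells of infected cells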
PfHsp90 yeast 2 – reduces growth (ATP signal) of yeast expressing P. falciparum Hsp90; S. cerevisiae expressing PfHsp90, BacTiter-Glo ATP, 48 h; yeast lacking PDR1 and PDR3 efflux regulators; 310,000 compounds, 0.32% hits; inhibition, % at 9.4 µM;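 active means every replicate shows inhibition above about 80%, whatever the replicate mean, limit read from the data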;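 further: 0% = DMSO neutral controls and 100% = 20 µM radicicol positive controls; yeast relying on Plasmodium falciparum Hsp90 in place of its own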
Ecoli viability – bacterial growth inhibition, counter-screen for AddAB inhibitors; E. coli V3065 growth, OD600 absorbance, 18 h; inhibition, % at 11.9 µM; 330,000 compounds, 0.27% hits;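 active means inhibition above the campaign's mean inhibition across all tested compounds plus 3 SD, cut at about 9.9% in these data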;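 further: uninfected addAB+ strain grown without phage in ampicillin broth; 0% = DMSO wells and 100% = ciprofloxacin 0.95 µg/ml wells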
Tat export inh – E. coli Tat transport inhibition; E. coli MC4100 TorA-mCherry Tat export, fluorescence; inhibition, % at 10 µM; 340,000 compounds, 0.036% hits; AID 488895;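 active means mean replicate inhibition at least 50% and at least half of replicates individually reaching 50%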;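 further: exported cargo escapes ClpAP degradation while cytoplasmic cargo is degraded and loses fluorescence; 0% = median of neutral control wells and 100% = median of NaSCN control wells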
PKA-R2B activ – activators of human PKA-R2B complex | PKA-R2B holoenzyme dissociation, Cy5-IP20 fluorescence polarization; R2B truncated from residue 108, S112A mutant; 0% DMSO only, 100% 113 µM cGMP | 340,000 compounds, 0.079% hits | activation, % at 11.4 µM | P22694+P31323;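 active means activation above a cutoff set at the mean over all compounds plus 3 SD, cut at about 18% in these data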;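 further: higher means more holoenzyme dissociation and a rise in polarization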
Target sequence (P31323 whole entry, looked up, other chains not shown, the tested form may be a part): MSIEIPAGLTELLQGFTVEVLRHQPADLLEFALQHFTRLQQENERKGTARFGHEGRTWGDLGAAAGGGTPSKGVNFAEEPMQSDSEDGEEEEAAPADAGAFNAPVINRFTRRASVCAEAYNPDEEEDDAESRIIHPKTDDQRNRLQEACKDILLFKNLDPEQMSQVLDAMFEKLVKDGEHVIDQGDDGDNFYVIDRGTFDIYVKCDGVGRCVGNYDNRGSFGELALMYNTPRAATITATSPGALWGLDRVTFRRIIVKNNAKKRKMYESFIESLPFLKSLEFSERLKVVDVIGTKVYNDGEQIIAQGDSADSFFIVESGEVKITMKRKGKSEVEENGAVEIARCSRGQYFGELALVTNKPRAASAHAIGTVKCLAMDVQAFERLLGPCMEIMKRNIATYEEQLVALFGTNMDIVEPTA
OPRM1-OPRD1 inv – inverse agonists of human mu-delta opioid receptor heterodimerization; P35372+P41143; cell-based MOR-DOR heterodimer luminescence, inverse agonism; 340,000 compounds, 0.21% hits; inhibition, % at 9.3 µM; AID 504357; in the data active means inhibition above about 22%, passing the limit was not always enough;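 further: 0% = cells with DMSO and 100% = wells without cells with DMSO; values of inactives mirror those of a sister screen read the other way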
PKA-R1A activ – PKA-R1A complex activation. P00514+P68181. PKA-R1A dissociation, Cy5-IP20 fluorescence polarization; scaled: DMSO 0%, 113 µM cGMP 100%. activation, % at 11.4 µM. 340,000 compounds, 0.083% hits;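 active means percent activation above the mean of all tested compounds plus 3 SD, cut at about 19% in these data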;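 further: higher means more PKAc released from R1A so a rise in polarization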
SUMO Mot1 rescue – blocks SUMOylation pathway, rescuing yeast Mot1-301 growth; S. cerevisiae Mot1-301 growth rescue, ATP luminescence, 38.5C; percent above DMSO median, 100 means doubled; growth rescue, % at 18.8 µM; 320,000 compounds, 1% hits; AID 2716;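 active means every valid replicate shows activation above 250% relative to neutral control wells; inactive means the rest, any valid replicate at or below 250%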;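 further: OY570 slx delta 5 strain wells were the positive control but not used for scaling; some compounds called inactive have numbers as strong as hits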
HTR5A inv ctr – counter-screen for OPRM1-OPRD1 inverse agonists: human HTR5A inverse agonism | HTR5A cell line, luminescence | 340,000 compounds, 0.083% hits | P47898 | inhibition, % at 9.3 µM; in the data active means inhibition mostly above about 23%, no sharp cut-off; inactive means mostly below about 18%;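 further: 0% = cells with DMSO and 100% = no-cell wells with DMSO; some compounds called inactive have numbers as strong as hits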
Target sequence (P47898 whole entry, looked up): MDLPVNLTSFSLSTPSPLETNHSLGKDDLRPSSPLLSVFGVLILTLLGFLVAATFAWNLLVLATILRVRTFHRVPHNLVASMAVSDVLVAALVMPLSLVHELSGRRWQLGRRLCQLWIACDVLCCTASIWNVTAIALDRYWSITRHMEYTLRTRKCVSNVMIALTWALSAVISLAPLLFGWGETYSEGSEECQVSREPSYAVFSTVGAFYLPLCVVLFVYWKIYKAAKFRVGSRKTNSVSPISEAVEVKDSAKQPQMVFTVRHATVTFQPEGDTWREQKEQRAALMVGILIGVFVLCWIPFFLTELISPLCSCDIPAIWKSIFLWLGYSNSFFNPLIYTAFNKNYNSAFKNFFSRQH
OPRM1-OPRD1 ag – OPRM1-OPRD1 heterodimerization agonism | cells, luminescence | P35372+P41143 | activation, % at 9.3 µM | AID 504326 | 340,000 compounds, 0.3% hits; in the data active means activation above about 18%;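 further: 0% = vehicle-treated cells and 100% = reference agonist; values of inactives mirror those of a sister screen read the other way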
An asterisk follows results filed as active; · = no result given; + = active, no number. Compounds as they come; overall some 2.2% were active at least once.

Fields – phage Ecoli inh	AddAB inh	PfHsp90 yeast 2	Ecoli viability	Tat export inh	PKA-R2B activ	OPRM1-OPRD1 inv	PKA-R1A activ	SUMO Mot1 rescue	HTR5A inv ctr	OPRM1-OPRD1 ag
- O=C(NCCc1ccccc1)C(=O)NCC1OCCN1S(=O)(=O)c1cc(F)ccc1F (stereo unspecified)
 : 1.1	1.7	-26	-2.2	-8	0	7	2	-6	2	-1.2
- Cc1ccc(NS(=O)(=O)c2ccc(OCC(=O)NCc3ccncc3)cc2)cc1
 : 2.7	3.8	-7	1.0	-4	-9	5	-4	-17	4	-0.9
- CC(C)CC(NC(=O)c1ccccc1NC(=O)c1ccccc1)C(=O)O (stereo unspecified)
 : 4.3	3.1	26	-1.1	11	-7	7	-5	-8	8	-1.4
- COc1ccc(N2C(=O)CC(n3c(CCCCO)nc4ccccc43)C2=O)cc1 (stereo unspecified)
 : 2.1	0.3	·	-3.4	-2	-7	·	0	-25	·	·
- CCC1(C(=O)O)NC(c2cc(OC)ccc2O)C2C(=O)N(Cc3ccccc3)C(=O)C21 (stereo unspecified)
 : 3.5	2.6	-30	0.8	2	-5	-3	14	20	0	0.6
- O=C1CSC(c2ccc(F)cc2)N1c1c(F)cccc1F (stereo unspecified)
 : 0.9	2.9	-6	-2.8	4	6	18	-8	236	-19	-3.1
- C=CCOc1cccc(C2/C(=C(/O)c3ccc4c(c3)CC(C)O4)C(=O)C(=O)N2CCN2CCOCC2)c1 (stereo unspecified)
 : 2.1	1.2	1	-2.9	-2	-14	9	-9	2	4	-1.7
- N#C/C(=C\c1cc2ccccc2nc1N1CCOCC1)C(=O)Nc1ccc(N2CCOCC2)cc1
 : 5.2	0.7	10	-0.9	-5	-3	-12	-9	149	-6	2.2
- Cc1c(C(=O)NC2CCN(Cc3ccccc3)C2)oc2ccc(Br)cc12 (stereo unspecified)
 : 0.9	1.8	-12	0.9	4	-1	-20	-3	25	25	3.8
- Cc1ccc(C)c(NC(=O)C2CCCN(c3cnccn3)C2)c1 (stereo unspecified)
 : 0.6	3.3	6	0.1	-8	4	13	-1	-7	18	-2.6
- COc1cccc(NC(=O)C2CCCN2S(=O)(=O)c2ccc3c(c2)n(C)c(=O)c(=O)n3C)c1 (stereo unspecified)
 : 1.2	3.9	-4	-0.6	-1	6	-4	0	13	19	0.8
- Cc1c(C#N)c(=O)c(-[n+]2ccccc2)c([S-])n1-c1ccc(Cl)cc1
 : 2.8	-0.6	-25	-3.8	0	-12	10	-3	16	5	-2.0
- Oc1c(Cl)cc(Cl)cc1CNc1nccs1
 : 4.4	0.5	-6	-1.0	-2	-1	0	-6	59	3	0.0
- c1ccc(-n2ncc3c(N4CCCC4)ncnc32)cc1
 : 2.1	1.9	8	0.8	2	-2	10	-5	-9	1	-2.0
- CCOc1ccccc1N(CC(=O)Nc1c(C)n(C)n(-c2ccccc2)c1=O)S(=O)(=O)c1ccccc1
 : 5.4	-0.7	26	-1.8	4	-12	5	-5	-2	10	-0.7
- Cc1[nH]c(-c2ccc(F)cc2)cc1C(=O)N1CCN(c2ccccc2)CC1
 : 0.3	·	-33	·	-3	-3	-42	-9	-27	-9	7.2
- O=C(CN1CCN(C(=O)c2ccccc2F)CC1)Nc1ccc(Br)cc1
 : 1.4	3.0	-2	0.0	-5	-6	9	-2	26	8	-2.2
- CCCOc1ccc(Br)cc1CSC(=N)N
 : 8.2	7.6	-11	8.9	-3	-4	-5	-14	-9	7	0.7
- CCOC(=O)Cc1csc(NC(=S)NC(=O)c2cc(OC)c(OC)c(OC)c2)n1
 : 0.9	-0.2	-2	1.1	9	-8	22	-5	-19	-2	-4.5
- O=C(Oc1cccc(Cl)c1)N1CCOCC1
 : 0.2	0.8	-6	0.8	2	0	3	-4	16	-13	-0.5
- Cc1csc(=O)n1CCC(=O)OCC(=O)Nc1ccc(Cl)cn1
 : -1.1	1.7	-21	0.8	-15	-2	14	11	-4	12	-2.2
- CCN1CCc2nc3ccccc3c(C(=O)Nc3ccc(C#N)cc3)c2C1
 : -0.6	-0.4	-6	1.9	-3	-18	-1	-4	-14	-9	0.2
- COc1cccc2sc(Nc3nc4ccc(NC(C)=O)cc4s3)nc12
 : 2.0	1.8	-8	-1.8	-4	-4	8	2	-6	-9	-1.6
- C/C=C/c1ccc(OCC(O)CN2CCCCCCC2)c(OC)c1 (stereo unspecified)
 : 1.7	0.7	19	3.3	-5	-5	-10	-21	10	8	2.1
- CC(=O)Oc1ccc(/C=C2\N=C(C3CCCCC3)OC2=O)cc1
 : 0.2	0.8	-21	1.4	5	-4	1	0	-3	25	-0.3
- Cc1ccc([N+](=O)[O-])cc1S(=O)(=O)N(C(=O)c1ccncc1)c1ccc2oc3c(c2c1)CCCC3
 : 1.1	2.5	-6	-0.3	-2	3	-3	2	73	-12	0.5
- COC(=O)c1sccc1NC(=O)Nc1cccc([N+](=O)[O-])c1
 : -1.0	-0.8	-2	1.4	0	2	12	5	-8	6	-3.7
- Cc1ccc(NC(=O)Nc2nc3ccc(S(C)(=O)=O)cc3s2)cc1
 : -0.5	·	-19	·	-3	-5	-22	-12	·	7	3.4
- COc1cc(C(=O)NCc2nnc(SCC(=O)Nc3nc4ccc(C)cc4s3)o2)cc(OC)c1OC
 : 2.8	-1.1	-10	-0.9	-11	-5	-4	-10	·	19	0.8
- Cc1cccc(-n2ncc3c(NCCc4ccc(S(N)(=O)=O)cc4)ncnc32)c1
 : 1.4	-1.5	-14	0.3	7	-14	8	2	-5	-16	-1.4
- O=C(CCC(=O)c1ccc(F)cc1)Nc1cccc(S(=O)(=O)Nc2cccc(Cl)c2)c1
 : 4.7	3.7	-49	0.2	3	-13	-30	-22	0	38	6.2
- CCn1c(=NC(=O)CS(=O)(=O)c2ccc(C)cc2)sc2cccc(OC)c21
 : 4.4	2.5	·	-2.2	-1	1	0	-15	19	2	-0.1
- CCOc1ccc(C(=O)NCC2CCCO2)cc1 (stereo unspecified)
 : 4.5	-0.6	2	-1.2	-8	8	-5	6	75	13	0.9
- Cc1cccc(N(CC(=O)NCc2ccc(F)cc2)C(=O)c2csnn2)c1C
 : 2.2	1.1	1	1.1	4	-10	3	0	0	6	-0.6
- O=C(CSc1nc(O)c(C2CCCCC2)c(=O)[nH]1)NCC1CCCO1 (stereo unspecified)
 : 3.0	0.6	2	0.2	-9	2	12	0	-1	0	-1.9
- COc1cccc(/C=N/NC(=O)CNC(=O)c2ccc(S(=O)(=O)N3CCCC3)cc2)c1OC
 : 2.3	4.0	10	0.1	-5	-12	20	7	10	8	-3.1
- CCOc1ccc(C(C)=O)cc1COC(=O)c1cc([N+](=O)[O-])ccc1N1CCOCC1
 : 2.0	-1.9	-8	-3.4	-1	-12	0	-12	267	11	0.0
- O=C(c1ccco1)c1coc2c1cc(O)c1ccccc12
 : 2.8	4.6	-26	-0.2	9	-12	-67	1	-15	-7	9.2
- CC1C(=O)N2CCCc3cc(NC(=O)C4CC4)cc1c32 (stereo unspecified)
 : -0.7	0.8	-12	-1.6	5	10	-2	-3	-15	-20	0.3
- CC1(C)C2CCC1(C)C(Nc1ccccc1)C2 (stereo unspecified)
 : 2.3	1.0	-2	0.4	-4	-5	9	-9	·	-8	-1.6
- C=CCC[C@H](Cc1ccc(F)cc1)C(=O)OC[C@@H](Cc1c[nH]c2ccccc12)NC(=O)[C@H](CC=C)CC(=O)NCCO
 : 1.4	3.2	·	-1.3	26	-13	6	-4	2	5	-1.2
- O=C1CCC(C(=O)N2CCSCC2)CN1CCc1ccccc1 (stereo unspecified)
 : 0.6	1.5	1	2.7	-14	0	-3	-7	-11	11	0.5
- Cc1nnc(NC(=O)CSc2nnc(CCc3nc4ccccc4[nH]3)n2C)s1
 : 3.0	4.1	·	2.9	-7	0	15	9	79	-2	-2.5
- Cc1ccc(N2CC(C(=O)N3CCN(c4ccccn4)CC3)CC2=O)cc1 (stereo unspecified)
 : 3.3	·	8	·	4	-7	13	3	·	-7	-2.5
- CCNC(=O)CC1C(=O)N(c2ccc(OC)cc2)C(=O)N1Cc1ccc(OC)cc1 (stereo unspecified)
 : 4.3	0.6	2	-1.2	-7	0	0	4	-26	7	-0.1
- CC(=O)Nc1cccc(NC(=O)Nc2ccc(F)cc2F)c1
 : 2.6	1.1	1	0.6	-16	-12	2	1	-4	6	-0.2
- CNc1nc(-c2ccccc2)nnc1C(F)(F)F
 : 2.8	2.6	7	-2.5	-3	2	0	13	-3	-1	0.0
- Cc1cc(Nc2nc3c(c(=O)n(C)c(=O)n3C)n2C)n(-c2ccc(Cl)cc2)n1
 : 2.1	2.8	5	-0.7	-11	-6	16	-3	+	-21	-3.6
- COc1ccc(CCN2CC(C(=O)N(C)Cc3ccc(C)o3)CCC2=O)cc1 (stereo unspecified)
 : -1.7	1.9	11	0.3	-15	1	15	2	-16	-10	-2.9
- CCOC(=O)C1CCN(C(=O)c2ccc(S(=O)(=O)Nc3ccccc3OC)cc2)CC1
 : 3.0	1.3	-13	-1.4	-1	1	7	-4	1	-14	-1.7
- Cc1ccc(NC(=O)C2C3C=CC4(CN(Cc5cccnc5)C(=O)C24)O3)cc1 (stereo unspecified)
 : 2.4	2.5	1	0.3	0	5	3	7	29	1	-0.7
- COC(=O)c1ccc(NC(=S)NCC2CC2)cc1
 : 0.5	6.4	-1	-0.9	-9	-7	-10	-13	6	-3	1.4
- c1ccc(N2CCN(c3nc4ccccc4n4nnnc34)CC2)cc1
 : 3.8	0.2	·	-2.7	-14	-2	-5	-2	4	6	1.1
- O=C(CNc1cc(S(=O)(=O)N2CCCC2)ccc1OCC(F)(F)F)Nc1cccc(C(F)(F)F)c1
 : 2.7	2.5	7	-3.6	2	-8	-9	-26	4	-4	1.6
- O=C(NNS(=O)(=O)c1ccccc1)C1CCN(S(=O)(=O)c2ccc(Cl)cc2)CC1
 : 1.5	3.1	·	-0.2	-9	1	1	-15	-2	-10	-0.2
- O=C1c2cccc3c([N+](=O)[O-])ccc(c23)C(=O)N1c1nccs1
 : -0.7	0.2	·	0.4	5	-5	-5	-10	242	18	1.0
- CCOC(=O)c1c(N)sc2c(O)c(Br)ccc12
 : 0.7	-1.4	-38	-3.2	0	4	-9	0	6	5	1.6
- Cc1ccc(Nc2nnc(SCC(=O)NC3CC3)s2)cc1
 : 0.1	1.6	5	0.3	-8	7	9	15	143	11	-2.3
- O=C(COc1ccccc1)Nc1cc(Cl)ccc1Cl
 : 2.0	2.3	-1	-1.4	-2	0	-18	-13	45	-15	4.0
- CCOC(=O)CNc1c(-c2ccc(F)cc2)nc2cnccn12
 : 1.1	-0.2	-16	0.6	-2	-1	8	-4	2	11	-1.5
- CN(C(=O)COC(=O)c1ccccc1SCC(=O)N1CCCC1)C1(C#N)CCCCC1
 : -1.7	-0.7	5	-1.9	3	-17	20	-13	-13	1	-5.2
